# RGS7-Gao = modulates binding of RGS7 to human Galphao | binding response (% of control), % at 10 µM | AID 1439 | P09471 | 0.35% of 220,000 active | Multiplexed bead flow cytometry; actives lie on both sides; in the data active = binding response below about 49% or above about 150%; inconclusive = no clear call, values can overlap the other calls; inactive = in between;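 note: fluorescent Galphao held in activated GDP-AlF4 state binding bead-coupled RGS7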
# Mcl-1 Bim block = disrupts Bim peptide binding to human Mcl-1; Bead-based flow cytometry, Bim peptide-Mcl-1 binding; inhibition, % at 10 µM; 0.1% of 190,000 active; AID 1009;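 note: 0% = no compound tracer wells and 100% = peptide blocker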
# Target sequence (Q07820 whole entry, looked up): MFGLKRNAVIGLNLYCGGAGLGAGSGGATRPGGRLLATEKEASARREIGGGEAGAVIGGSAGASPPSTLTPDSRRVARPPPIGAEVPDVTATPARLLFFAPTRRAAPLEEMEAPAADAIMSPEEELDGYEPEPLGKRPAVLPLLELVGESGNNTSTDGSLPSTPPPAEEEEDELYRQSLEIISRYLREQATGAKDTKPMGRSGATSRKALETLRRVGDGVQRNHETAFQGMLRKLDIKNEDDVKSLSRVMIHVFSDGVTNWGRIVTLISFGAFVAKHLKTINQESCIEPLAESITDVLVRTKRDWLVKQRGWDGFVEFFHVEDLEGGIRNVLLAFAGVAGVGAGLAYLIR
# Bim-Bcl-W = disrupts Bim peptide binding to human Bcl-W; AID 952; inhibition, % at 10 µM; Q92843; bead-based flow cytometry; 0.02% of 190,000 active;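 note: 0% = bound tracer without compound and 100% = peptide blocker; higher means less fluorescent Bim peptide bound to Bcl-W beads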
# Target sequence (Q92843 whole entry, looked up): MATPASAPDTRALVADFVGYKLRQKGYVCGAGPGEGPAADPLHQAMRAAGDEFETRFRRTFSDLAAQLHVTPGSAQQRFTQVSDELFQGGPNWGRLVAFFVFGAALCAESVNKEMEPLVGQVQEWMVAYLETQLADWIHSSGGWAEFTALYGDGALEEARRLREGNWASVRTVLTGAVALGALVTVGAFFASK
# Bcl-B Bim block = inhibitors of Bim-Bcl-B interaction, human. Q9HD36. AID 951. inhibition, % at 10 µM. 0.073% of 190,000 active. bead-based flow cytometry, Bim peptide-Bcl-B binding;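 note: 0% = tracer peptide without compound and 100% = reference inhibitor peptide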
# Bcl-2 Bim block = inhibitors of Bim-Bcl-2 interaction, human; P10415; Bead-based flow cytometry, Bim peptide-Bcl-2 binding; inhibition, % at 10 µM; 0.06% of 190,000 active; AID 950; in the data active = inhibition above about 40%; inconclusive = no clear call, values can overlap the other calls;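 note: 0% = no compound wells with probe peptide and 100% = reference peptide inhibitor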
# RGS4-Gao reg = modulates binding of RGS4 to human Galphao. P09471. Multiplexed bead flow cytometry; actives lie on both sides. binding response (% of control), % at 10 µM. 0.33% of 220,000 active; in the data active = binding response below about 49% or above about 150%; inactive = in between;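 note: fluorescent Galphao activated with aluminum fluoride binding bead-coupled RGS4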
# Mcl1 Noxa PPI = disrupts binding of human Mcl-1 to Noxa peptide; inhibition, % at 21.7 µM; TR-FRET Mcl-1/Noxa peptide binding, 2 h; 1.5% of 220,000 active; AID 1022;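 active = compounds that cut the protein-peptide binding signal by more than 50% relative to plate controls in a single-dose test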;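 note: His-tagged Mcl-1 with rhodamine Noxa BH3 peptide and terbium anti-His antibody; 0% = Mcl-1 plus Noxa peptide wells and 100% = peptide-only wells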
# Bcl-XL Bim block = inhibitors of Bim-Bcl-XL interaction, human; 0.04% of 190,000 active; Bim peptide-Bcl-XL binding, bead flow cytometry, fluorescence; Q07817; inhibition, % at 10 µM
# Target sequence (Q07817 whole entry, looked up): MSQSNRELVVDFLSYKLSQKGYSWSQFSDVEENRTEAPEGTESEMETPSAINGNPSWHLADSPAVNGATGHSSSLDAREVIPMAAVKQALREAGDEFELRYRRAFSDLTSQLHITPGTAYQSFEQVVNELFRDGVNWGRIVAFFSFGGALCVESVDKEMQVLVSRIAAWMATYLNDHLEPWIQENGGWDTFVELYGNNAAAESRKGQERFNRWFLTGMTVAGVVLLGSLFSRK
# Mcl1-Bid inh = Mcl-1/Bid interaction inhibition. 0.97% of 220,000 active. inhibition, % at 21.7 µM. TR-FRET Mcl-1/Bid-Dy647 peptide binding, 1536-well. AID 1021;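 active = compounds that cut the binding signal by more than half at the single screening dose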;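 note: His-tagged Mcl-1 with europium anti-His antibody binding Bid BH3 peptide; 0% = Mcl-1 plus peptide wells and 100% = peptide-only wells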
# RGS8-Gao = regulators of human RGS8-Galphao interaction; P09471; multiplexed bead flow cytometry, RGS8-Galphao binding; actives lie on both sides; response (percent of control binding), % at 10 µM; 0.34% of 220,000 active; AID 1423; in the data active = response below about 60% or above about 140%; inactive = in between;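 note: Galphao activated as the GDP aluminium fluoride complex binding bead-coupled RGS8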
# Bfl-1 Bim block = inhibitors of Bim-Bfl-1 interaction, human; inhibition, % at 10 µM; AID 1008; Q16548; Bead-based flow cytometry, Bim-Bfl-1 binding inhibition; 0.12% of 190,000 active;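 note: 0% = wells without compound plus tracer and 100% = blocker peptide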
# Active calls of the source: *; u = inconclusive; x = no result given. Cut-off read from the data, not from the text of the source, unless noted: active = inhibition above about 40%.
SMILES,RGS7-Gao,Mcl-1 Bim block,Bim-Bcl-W,Bcl-B Bim block,Bcl-2 Bim block,RGS4-Gao reg,Mcl1 Noxa PPI,Bcl-XL Bim block,Mcl1-Bid inh,RGS8-Gao,Bfl-1 Bim block
COc1ccc(C2CCCN2C(=S)Nc2c(C)cccc2C)cc1OC (configuration not stated),93,0,0,2,0,95,-6,1,-9,95,2
COc1ccc(C(=O)Nc2scc(-c3ccc(Cl)cc3Cl)c2C(N)=O)cc1,99,0,1,3,1,98,-61,-1,-25,98,0
O=C(Nc1nnc(SCc2ccc(F)cc2)s1)C1CC(=O)N(c2ccc3c(c2)OCCO3)C1 (configuration not stated),104,-1,-2,-6,-7,105,2,-5,-6,105,-18
Cc1nnsc1C(=O)NNc1ccc(Cl)cc1,u,x,x,x,x,92,-11,x,-7,97,x
COc1ccc(C(=O)COC(=O)C(C(C)C)N2C(=O)C3C4C=CC(C4)C3C2=O)cc1 (configuration not stated),80,0,0,0,2,79,5,1,-11,74,0
C/C(=N\N1CCN(C2c3ccccc3-c3ccccc32)CC1)c1ccncc1,97,-3,0,-4,0,95,11,0,-4,104,1
COc1ccccc1-c1cc(C(F)(F)F)c(C#N)c(=O)[nH]1,102,3,0,2,0,103,14,1,-22,104,0
COC(=O)c1sccc1N/N=C/c1cccc(Oc2ccccc2)c1,100,-2,-1,-3,1,101,-1,-4,-4,101,-1
COc1ccc(CC2(CO)CCN(Cc3cccn3-c3ccccn3)CC2)cc1,96,-2,-1,-2,-5,98,22,2,-22,102,-6
Cc1cccc(C(=O)NCC(c2ccc(F)cc2)N2CCOCC2)c1 (configuration not stated),u,-2,0,-4,-2,103,6,-4,-21,103,-8
O=C(OCCCCOC(=O)c1ccccc1)c1ccccc1,u,x,x,x,x,99,-6,x,-31,99,x
O=C(CCCn1c(=S)[nH]c2cc3c(cc2c1=O)OCO3)NCc1ccco1,98,2,6,-10,2,99,11,0,-44,101,2
COc1ccc(C)cc1Nc1cc(C)nc2ncnn12,103,-4,-5,-6,-5,101,0,-3,-16,101,-2
O=C(N/N=C\c1ccccc1OCc1ccccc1)c1ccco1,100,5,1,-3,0,96,6,4,12,97,-14
CCOC(=O)N1CCN(C(=O)COC(=O)c2cc(Cl)c(O)c(Cl)c2)CC1,101,-1,-3,-2,-1,103,4,-5,-18,103,-4
COc1ccc(-c2nc(SCC(=O)NC3CCCC3)c(-c3ccc(OC)cc3)[nH]2)cc1,115,-3,-2,-6,-3,114,32,-3,-21,110,-2
CNC(=O)CCCCCNS(=O)(=O)c1ccc(C)cc1,106,-6,2,3,0,107,21,1,-5,104,2
CC(=O)Nc1c(C(=O)c2ccc(F)cc2)oc2ccccc12,107,-1,-3,-5,-2,105,-6,-4,-15,106,-1
C=CCN(C1CCCCC1)S(=O)(=O)c1ccc2c(c1)oc(=O)n2C,113,-3,0,-9,-12,105,5,-5,-19,105,-14
O=C1NC(c2ccccc2OC(F)F)Oc2ccccc21 (configuration not stated),94,-5,-1,-3,-3,96,-1,-1,-9,99,-6
CC(C)C(=O)NC(c1cccc([N+](=O)[O-])c1)c1c(O)ccc2ccccc12 (configuration not stated),103,0,-1,-1,-8,102,3,-2,-42,103,-5
O=C(O)c1cc(-c2ccc3c(c2)OCO3)nc2ccc(Br)cc12,100,-1,-1,-3,-3,100,21,-6,-21,98,-5
Cc1ccc(C(=O)c2ccccc2C(=O)O)cc1C,97,2,0,-1,-1,100,15,2,5,100,-1
O=C(NCc1ccccn1)C(=O)N/N=C/c1ccc2c(c1)OCO2,96,2,-3,0,-4,97,4,0,-2,99,-3
CC1CC(C)CN(C(=O)CSc2nnc(-c3ccc(Cl)cc3)o2)C1 (configuration not stated),109,-1,-2,0,-1,103,12,1,-16,110,-2
N=c1c2c(ncn1Cc1ccco1)Oc1cc(O)ccc1C2c1ccccc1 (configuration not stated),u,x,x,x,x,103,-6,x,-20,99,x
CCOc1ccc(C(C)=O)cc1COC(=O)c1cnc(Cl)c(Cl)c1,108,0,-2,1,0,107,-53,-1,5,113,6
O=C(O)CCCC(=O)NCCc1cccc(Cl)c1,99,-5,-1,-6,-5,99,16,-6,6,92,-11
O=C1C2C3C=CC(C3)C2C(=O)N1c1ncn[nH]1 (configuration not stated),99,-4,-1,-5,-2,102,12,-2,-33,103,-4
COCCn1nnnc1C(C(C)C)N(Cc1cccnc1)Cc1ccccc1Cl (configuration not stated),103,-1,0,-7,-7,105,-1,-4,-25,102,-9
Cc1ccc(S(=O)(=O)N2CCN(S(C)(=O)=O)C2c2ccccc2)cc1 (configuration not stated),107,0,0,-3,-2,106,14,8,1,101,-7
Cc1cc(C(=O)N/N=C/c2cccc([N+](=O)[O-])c2)c2ccccc2n1,100,0,-1,-2,1,99,18,-1,-24,101,2
CC(=O)c1[nH]c(C)c(C(C)=O)c1C,104,2,0,-2,-1,108,14,0,-48,96,0
N/C(Cc1ccc([N+](=O)[O-])cc1)=N\OC(=O)c1ccc(Br)o1,98,-2,-3,-1,0,101,8,-2,-3,102,0
COCCNC(=S)NCCCNc1nc2cc3c(cc2cc1C#N)OCO3,101,-3,0,-10,-5,101,-2,-2,-37,97,0
COc1cc(NC(=O)CN2C(=O)C(c3ccccc3)=NC23CCCCCC3)cc(OC)c1,105,-3,-6,-8,-4,106,-8,-8,-11,101,-3
COc1cc(C)ccc1S(=O)(=O)n1nc(C)cc1C,86,0,0,-4,-1,101,1,0,-19,99,-5
CN(C)c1nc(OCCNC(=O)COc2ccc(Cl)cc2Cl)nc(N(C)C)n1,100,x,x,x,x,97,15,x,6,97,x
O=C(N/N=C/C=C\c1cccc([N+](=O)[O-])c1)c1cccnc1,u,x,x,x,x,105,6,x,-10,102,x
NC(=O)NC(=O)COC(=O)CCSc1ccccc1,102,-3,-4,-1,-3,104,4,-1,-17,104,-10

# A run of entries taken from the entries so far:
SMILES,RGS7-Gao,Mcl-1 Bim block,Bim-Bcl-W,Bcl-B Bim block,Bcl-2 Bim block,RGS4-Gao reg,Mcl1 Noxa PPI,Bcl-XL Bim block,Mcl1-Bid inh,RGS8-Gao,Bfl-1 Bim block
COc1ccc(CC2(CO)CCN(Cc3cccn3-c3ccccn3)CC2)cc1,96,-2,-1,-2,-5,98,22,2,-22,102,-6
Cc1cccc(C(=O)NCC(c2ccc(F)cc2)N2CCOCC2)c1 (configuration not stated),u,-2,0,-4,-2,103,6,-4,-21,103,-8
O=C(OCCCCOC(=O)c1ccccc1)c1ccccc1,u,x,x,x,x,99,-6,x,-31,99,x
O=C(CCCn1c(=S)[nH]c2cc3c(cc2c1=O)OCO3)NCc1ccco1,98,2,6,-10,2,99,11,0,-44,101,2
COc1ccc(C)cc1Nc1cc(C)nc2ncnn12,103,-4,-5,-6,-5,101,0,-3,-16,101,-2
O=C(N/N=C\c1ccccc1OCc1ccccc1)c1ccco1,100,5,1,-3,0,96,6,4,12,97,-14
CCOC(=O)N1CCN(C(=O)COC(=O)c2cc(Cl)c(O)c(Cl)c2)CC1,101,-1,-3,-2,-1,103,4,-5,-18,103,-4
COc1ccc(-c2nc(SCC(=O)NC3CCCC3)c(-c3ccc(OC)cc3)[nH]2)cc1,115,-3,-2,-6,-3,114,32,-3,-21,110,-2
CNC(=O)CCCCCNS(=O)(=O)c1ccc(C)cc1,106,-6,2,3,0,107,21,1,-5,104,2
CC(=O)Nc1c(C(=O)c2ccc(F)cc2)oc2ccccc12,107,-1,-3,-5,-2,105,-6,-4,-15,106,-1
C=CCN(C1CCCCC1)S(=O)(=O)c1ccc2c(c1)oc(=O)n2C,113,-3,0,-9,-12,105,5,-5,-19,105,-14
O=C1NC(c2ccccc2OC(F)F)Oc2ccccc21 (configuration not stated),94,-5,-1,-3,-3,96,-1,-1,-9,99,-6
CC(C)C(=O)NC(c1cccc([N+](=O)[O-])c1)c1c(O)ccc2ccccc12 (configuration not stated),103,0,-1,-1,-8,102,3,-2,-42,103,-5
O=C(O)c1cc(-c2ccc3c(c2)OCO3)nc2ccc(Br)cc12,100,-1,-1,-3,-3,100,21,-6,-21,98,-5

# The list continues:
SMILES,RGS7-Gao,Mcl-1 Bim block,Bim-Bcl-W,Bcl-B Bim block,Bcl-2 Bim block,RGS4-Gao reg,Mcl1 Noxa PPI,Bcl-XL Bim block,Mcl1-Bid inh,RGS8-Gao,Bfl-1 Bim block
COc1ccccc1-c1nnc(SCC(=O)Nc2c(Cl)cccc2Cl)o1,101,3,0,-7,-7,97,2,-1,-17,98,-6
O=[N+]([O-])c1ccc(Nc2nc(Cl)nc(NCCO)n2)cc1,u,1,3,3,0,101,5,5,-3,103,-3
COC(=O)Nc1ccc(S(=O)(=O)N2CCCC(C(=O)N3CCOCC3)C2)cc1 (configuration not stated),u,x,x,x,x,104,-8,x,2,102,x
CC1(C)CC(=O)C(C2(O)C(=O)Nc3ccccc32)CO1 (configuration not stated),101,-3,-4,-9,-5,98,3,-3,-29,106,-13
N#CCSc1nc2sc3c(c2c(=O)n1C1CCCCC1)CCCC3,101,0,-2,-2,0,99,11,-3,-13,101,0
Cc1ccc(C(=O)N(Cc2ccccc2)C(C)(C)C)cc1C,96,-3,0,-2,-2,94,-16,-4,3,75,0
